Screening results deposited in PubChem by The Scripps Research Institute Molecular Screening Center.
MITF primary – inhibitors of human MITF | 650,000 tested, 0.91% active | AID 1259374 | AlphaScreen MITF homodimerization, bead proximity signal | inhibition, % at 2.6 µM; in the data active means inhibition above about 50%;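 further: 0% = vehicle wells with protein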
FBW7 activator – human FBW7 E3 ligase activation, primary screen. Q969H0. AlphaScreen FBW7–phospho-cyclin E peptide binding, activator screen. normalized activity (activation), % at 26.1 µM. 650,000 tested, 0.13% active. AID 1259310; in the data active means normalized activity above about 1.9%;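 further: purified mutant Fbw7 with reduced substrate affinity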
Target sequence (Q969H0 whole entry, looked up): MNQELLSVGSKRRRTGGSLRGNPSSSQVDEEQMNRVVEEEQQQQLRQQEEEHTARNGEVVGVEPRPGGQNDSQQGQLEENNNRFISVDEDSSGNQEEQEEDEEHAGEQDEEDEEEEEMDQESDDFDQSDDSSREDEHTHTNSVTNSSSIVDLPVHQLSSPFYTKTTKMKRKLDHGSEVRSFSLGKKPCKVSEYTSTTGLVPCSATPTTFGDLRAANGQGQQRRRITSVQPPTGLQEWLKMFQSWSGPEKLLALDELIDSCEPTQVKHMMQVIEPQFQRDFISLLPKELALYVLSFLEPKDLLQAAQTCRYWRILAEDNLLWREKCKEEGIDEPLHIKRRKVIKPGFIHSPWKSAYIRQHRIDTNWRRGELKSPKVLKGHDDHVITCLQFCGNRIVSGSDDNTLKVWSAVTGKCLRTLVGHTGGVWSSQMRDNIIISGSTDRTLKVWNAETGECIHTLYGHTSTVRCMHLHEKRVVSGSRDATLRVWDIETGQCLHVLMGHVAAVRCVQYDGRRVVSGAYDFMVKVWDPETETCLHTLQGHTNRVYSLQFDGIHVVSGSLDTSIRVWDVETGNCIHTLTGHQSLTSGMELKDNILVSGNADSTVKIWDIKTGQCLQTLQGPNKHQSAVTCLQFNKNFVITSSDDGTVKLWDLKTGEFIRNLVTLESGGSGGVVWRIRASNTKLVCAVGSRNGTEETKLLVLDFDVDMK
TEAD-YAP block – TEAD-YAP interaction inhibition; 640,000 tested, 1.4% active; AID 1259422; HEK-TIYL cells, TEAD-Gal4/YAP UAS-luciferase luminescence; inhibition, % at 9.12 µM; in the data active means inhibition above about 32%;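 further: 0% = median of test compound wells and 100% = reference inhibitor wells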
GPR151 ag – activators of human GPR151. 650,000 tested, 1% active. PathHunter beta-arrestin GPR151 cells, luminescence. activation, % at 11.2 µM. AID 1508602; in the data active means activation above about 4.9%;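 further: 0% = median of compound wells and 100% = cells with positive control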
* marks the source's active call; other numbers are inactive results.

Compound | MITF primary | FBW7 activator | TEAD-YAP block | GPR151 ag
CSc1ncccc1C(=O)N1CCN(C(=O)c2ccccc2)CC1 | -1 | -0.1 | -3 | 0.5
O=[N+]([O-])c1cccc2c(N3CCOCC3)ccnc12 | -6 | -0.1 | -5 | 1.6
CCS(=O)(=O)N1CCN(C(=O)c2ccccc2[N+](=O)[O-])CC1 | -8 | 0.2 | -41 | 1.5
COC(=O)C(C)N1C(=O)S/C(=C\c2cc3c(cc2Br)OCO3)C1=O (stereo unspecified) | -19 | 0.3 | -5 | -1.4
C=CCc1c(C)c(C#N)c2nc3ccccc3n2c1NCCN1CCOCC1 | -13 | -0.1 | -6 | -0.4
COc1ccc(C2CC(c3ccc(Cl)c(Cl)c3)Nc3nc(N)nn32)cc1 (stereo unspecified) | 14 | -0.1 | 7 | -0.9
CCOC(=O)C1CCN(c2c(Nc3cc(C)[nH]n3)c(=O)c2=O)CC1 | -2 | -0.1 | -3 | 0.0
C=CCOc1ccccc1/C=C1\SC(=S)N(CCCC(=O)O)C1=O | 6 | 0.0 | 4 | 0.0
NC(=O)CN(c1ccc(Oc2ccccc2)cc1)S(=O)(=O)c1ccccc1 | 23 | 0.5 | 12 | -1.2
COc1ccc(C(=O)COC(=O)c2ccc(Br)cc2)cc1 | -5 | 0.0 | -2 | 1.0
CN(c1nc2ccccc2nc1NS(=O)(=O)c1cccs1)C1CCS(=O)(=O)C1 (stereo unspecified) | 0 | -0.1 | -14 | 0.6
COc1ccc(-n2cc(C(=O)Nc3cc(C)ccc3OC)c3ccccc3c2=O)cc1 | -6 | 0.0 | 0 | -0.3
CC(C)CC(C(=O)NCc1cccnc1)N1Cc2ccccc2C1=O (stereo unspecified) | -22 | 0.1 | 12 | 0.4
COc1ccc(C(=O)Nc2ccc(Oc3ccc(C)c(C)c3)cc2)cc1OC | -11 | 0.0 | 0 | -0.3
C=CCn1c(=O)c2c(nc3n(-c4ccc(Br)cc4)c(C)c(C)n23)n(C)c1=O | -1 | 0.4 | -5 | 1.1
O=CN1CCN(S(=O)(=O)c2ccc3c(c2)Cc2cc(S(=O)(=O)N4CCN(C=O)CC4)ccc2-3)CC1 | -7 | 0.3 | -4 | -1.0
c1ccc2c(c1)ccc1c2nc2ccccn21 | -12 | 0.2 | -4 | -8.5
Cc1cccn2c(=O)c3cc(C#N)c(=O)n(Cc4ccc(F)cc4)c3nc12 | -4 | -0.1 | -4 | 0.3
COc1ccc(C2C(C#N)=C(N)N(c3ccc(C)cc3)C3=C2C(=O)CC(C)(C)C3)cc1OC (stereo unspecified) | 0 | 0.1 | 54* | -1.1
CCS(=O)(=O)N1CCN(Cc2ccccc2Br)CC1 | 47 | -0.1 | 7 | -1.5
CN(C)C(=O)c1cc(Br)ccc1Cl | 3 | 0.1 | -8 | 0.6
CN(Cc1nccn1C)c1ncnc2sc3c(c12)CCCC3 | -2 | -0.1 | 9 | -1.6
CCOC(=O)C1=C(C)Nc2nc3ccccc3n2C1c1ccc(Br)cc1 (stereo unspecified) | -5 | 0.0 | -2 | -1.0
O=[N+]([O-])c1ccc(Oc2ccc(-c3nnco3)cc2)cc1C(F)(F)F | -5 | -0.2 | -1 | -0.4
COc1ccc(CC(=O)NCCSc2c[nH]c3ccccc23)cc1 | 13 | 0.0 | 15 | -0.2
NC1=C(Cl)C(=O)c2c(cccc2[N+](=O)[O-])C1=O | 9 | -0.5 | 8 | -0.5
O=C(Nc1ccc(Br)cc1)c1ccc(Cl)c(S(=O)(=O)N2CCCCCC2)c1 | 6 | -0.2 | 3 | 0.6
CCOC(=O)N1CCC(NC(=O)CCc2sc(C)nc2-c2cccs2)CC1 | 9 | 0.2 | -11 | -1.5
COc1ccc(C(=O)NC2CC2)cc1OC1CCN(Cc2ccc(Cl)cc2)CC1 | 0 | -0.1 | -15 | -0.2
Cc1cc(C)n(-c2cccc(C(=O)NCC3Cc4cc(-c5cncnc5)ccc4O3)c2)n1 (stereo unspecified) | 23 | 0.5 | 7 | -1.4
COc1ccccc1NC(=O)NCC(c1ccc(N(C)C)cc1)N1CCCC1 (stereo unspecified) | 0 | -0.2 | 25 | -1.9
COc1ccccc1NC(=O)C(=O)N/N=C/c1ccc(C(=O)O)cc1 | 14 | 0.1 | 4 | 5.3*
COc1ccc(C(=O)Nc2sc3c(c2C#N)CC(C)(C)NC3(C)C)cc1 | -4 | -0.1 | -4 | -0.9
COc1cccc2ccc(CN3CCN(CCC(C)C)C(CCO)C3)nc12 (stereo unspecified) | 6 | 0.4 | 4 | -1.2
O=S(=O)(NCCc1ccc(F)cc1)c1ccc(Br)cc1 | -1 | 0.1 | -1 | 2.2
COc1ccc(-n2c(=S)[nH]c3cc(C(=O)NCc4cccnc4)ccc3c2=O)cc1OC | 6 | 0.2 | 10 | -1.2
Cc1cc(C(=O)NCC(=O)OCC(=O)Nc2ccccc2[N+](=O)[O-])ccc1[N+](=O)[O-] | -2 | -0.1 | -2 | -0.8
COc1ccc(Cn2ccnc2SCC(=O)Nc2nc3ccccc3s2)cc1 | -5 | -0.4 | -2 | 0.7
CC(=O)c1ccc(N2C(=O)c3cccc([N+](=O)[O-])c3C2=O)cc1 | 14 | 0.1 | 1 | -0.5
COc1ccc(/C=C/C(=O)OCc2nc3ccccc3s2)cc1OC | 16 | 0.0 | -28 | -1.1
O=C(Cn1c(=O)n(-c2ccc(F)cc2)c(=O)c2oc3ccccc3c21)NC1CCCC1 | 15 | 0.1 | -3 | 0.5
O=c1c2ccccc2nc(SCc2ccccc2F)n1Cc1ccc2c(c1)OCO2 | 5 | 0.1 | -5 | 2.2
CCN(CC)Cc1cc(CN[C@H]2C[C@H]3C(=O)N[C@@H](C)C(=O)N3C2)ccc1OC | 7 | 0.1 | 2 | 2.7
Cc1cnc(N2CCc3ccccc3C2)nc1NC1CCN(Cc2ccccc2)CC1 | 7 | -0.2 | 0 | 2.2
Cc1ccc(N2C(=O)c3cccc4c(N5CCCC5)ccc(c34)C2=O)c2cccnc12 | 3 | 0.4 | -13 | 0.4
O=C(NCc1cccnc1)c1cccc2c(Br)cccc12 | -6 | 0.0 | -6 | 1.6
O=c1[nH]c2nc(-c3ccc4c(c3)OCO4)cnc2n1-c1ccc(N2CCOCC2)cc1 | 13 | -0.2 | 10 | 0.8
CC1CC=C2C(C#N)=C(N)C(C#N)(C#N)C(c3cccc(Cl)c3)C2C1 (stereo unspecified) | -2 | 0.0 | 0 | 1.3
CS(=O)(=O)c1nc(-c2ccc([N+](=O)[O-])cc2)n[nH]1 | -2 | -0.1 | -2 | -1.0
CCCCN(C)S(=O)(=O)c1cc(C(=O)Nc2ccc(CC)cc2)ccc1F | -5 | 0.0 | 18 | 1.7
Cc1ccc(C(=O)c2cc(C)sc2NC(=O)CN2CCOCC2)cc1 | 12 | 0.0 | 1 | 0.5
Cc1c(C(=O)N2CCC(Cc3ccccc3)CC2)sc2ncn(Cc3ccccc3F)c(=O)c12 | 6 | 0.0 | -4 | -1.3
O=C(CCCCCN1C(=O)c2ccccc2C1=O)ON1C(=O)CCC1=O | 16 | 0.1 | -2 | -1.2
COc1cccc(-c2nc(-c3cc(C)n(C)c3C)cs2)c1 | 7 | 0.2 | 11 | 0.2
O=C(Oc1ccc(OC(=O)C2C3CCCCC32)cc1)C1C2CCCCC21 (stereo unspecified) | -6 | -0.1 | 5 | 0.7
CC(=O)Oc1ccc(C2C(C#N)=C(N)Oc3n[nH]c(C)c32)cc1 (stereo unspecified) | -3 | 0.1 | -11 | 0.6
COc1ccc(S(=O)(=O)Nc2ccc3ccccc3c2)cc1OC | -19 | -0.1 | -8 | -0.6
COc1cccc(C(=O)Nc2nc3c(cc4c5c(cccc53)CC4)s2)c1 | 1 | 0.4 | -4 | -0.8
O=C(c1ccccc1F)N1CCN(S(=O)(=O)c2ccccc2)CC1 | 6 | -0.3 | 0 | -0.6
O=C(NCc1ccc(Cl)cc1)C1CCCN(C(=O)N2CCOc3ccccc32)C1 (stereo unspecified) | -5 | 0.1 | -3 | -0.9

Shown with two lines to a compound: part of the list above
Results follow in this order: MITF primary | FBW7 activator | TEAD-YAP block | GPR151 ag
COc1cccc(-c2nc(-c3cc(C)n(C)c3C)cs2)c1
→ 7 | 0.2 | 11 | 0.2
O=C(Oc1ccc(OC(=O)C2C3CCCCC32)cc1)C1C2CCCCC21 (stereo unspecified)
→ -6 | -0.1 | 5 | 0.7
CC(=O)Oc1ccc(C2C(C#N)=C(N)Oc3n[nH]c(C)c32)cc1 (stereo unspecified)
→ -3 | 0.1 | -11 | 0.6
COc1ccc(S(=O)(=O)Nc2ccc3ccccc3c2)cc1OC
→ -19 | -0.1 | -8 | -0.6
COc1cccc(C(=O)Nc2nc3c(cc4c5c(cccc53)CC4)s2)c1
→ 1 | 0.4 | -4 | -0.8
O=C(c1ccccc1F)N1CCN(S(=O)(=O)c2ccccc2)CC1
→ 6 | -0.3 | 0 | -0.6

(listing goes on)
Compound | MITF primary | FBW7 activator | TEAD-YAP block | GPR151 ag
Cc1ccccc1OCC(=O)Nc1ccc2oc(-c3ccccc3Br)nc2c1 | -8 | -0.3 | 0 | -0.9
O=C1CSC(c2ccc(Cl)c(Cl)c2)N1CC12CC3CC(CC(C3)C1)C2 (stereo unspecified) | 2 | 0.0 | 4 | 0.7
CC1(C)Oc2ccc(C(=O)NC3CCCC3)cc2N(CC(=O)Nc2cccc(F)c2)C1=O | 8 | 0.3 | -5 | -0.7
Cc1nnc(N2CCN(Cc3ccccc3)CC2)[nH]c1=O | 23 | 0.1 | 5 | -0.9
Cn1c(=O)[nH]c(N2CCCCCC2)c(Cc2ccccc2)c1=O | 17 | 0.1 | 10 | -0.1
COc1ccc(/C=C2\C(=O)NC(=O)N(c3ccc(C)c(C)c3)C2=O)cc1 | 5 | 0.0 | 9 | 0.7
NC(=O)CN1CCC(c2ccc(F)cc2)CC1 | -5 | 0.6 | -8 | 0.7
CCn1ncc(Br)c1C(=O)Nc1ccccc1OC | -3 | 0.0 | -4 | 0.3
COc1ccc(/C=C/C(=O)Nc2ccc(S(=O)(=O)Nc3nc(C)cc(C)n3)cc2)cc1 | 2 | 0.0 | -8 | 4.9
O=C(OCC(=O)N1CCCC1=O)c1ccc(Cl)cc1O | -2 | -0.1 | -11 | -1.2
O=C(NCCO)c1cnc(-c2ccccc2)s1 | 1 | 0.1 | -17 | 0.5
COc1ccc(-n2nc(C(=O)NCc3ccc(F)cc3)c3ccccc3c2=O)c(OC)c1 | 7 | 0.0 | 7 | 0.2
O=C(CSc1nnc(Cc2cc(=O)[nH]c(=O)[nH]2)n1-c1ccccc1)Nc1ccccc1 | 12 | -0.3 | -31 | -0.3
CN1CCN(c2nc3ccc(NC(=O)C4CC4)cc3s2)CC1 | 10 | 0.1 | -14 | -1.4
CCN(CC)C(=O)c1sc(NC(=O)c2ccc(Br)cc2)c(C#N)c1C | 7 | -0.1 | 4 | -0.4
CCOC(=O)CC(NS(=O)(=O)c1cc(OC)c(C)cc1C)c1ccc(C)cc1 (stereo unspecified) | 8 | 0.2 | 2 | 0.1
O=C1c2ccc(-c3nc4ccccc4c(=O)o3)cc2C(=O)N1c1ccc(Cl)cn1 | 15 | -0.2 | 2 | -1.7
O=C(Nc1ccc(Cl)cc1Cl)N[C@H]1C[C@H]2C(=O)N[C@H](Cc3ccccc3)C(=O)N2C1 | 9 | -0.1 | 9 | 1.0
CCN(CC)c1ccc(C2NC(=O)NC(C)=C2C(=O)OCC2CCCCC2)cc1 (stereo unspecified) | 5 | -0.1 | -10 | -1.6
CSc1ccc(CC2(CCC(=O)NCc3cccc(Cl)c3)CCC(=O)N2)cc1 (stereo unspecified) | 2 | -0.1 | 8 | -0.6
CN1C(=O)CC2(CC(=O)N(Cc3ccccc3)C2)C1=O (stereo unspecified) | 7 | 0.0 | 5 | 1.9
C[C@H](Cn1nnc2ccccc21)NC(=O)C1(c2ccccc2)CC1 | 17 | 0.2 | -8 | 0.2
O=C(COc1ccc(Cl)cc1)Nc1cccc(F)c1 | 3 | 0.1 | -59 | -0.3
COc1cc(/C=C2/SC(=S)NC2=O)ccc1OS(C)(=O)=O | 9 | -0.2 | -18 | -1.5
O=C(Nc1ccccn1)c1cc2c(s1)CCCC2 | 13 | -0.8 | 93* | -8.9
Cn1c2ccncc2c2cc([N+](=O)[O-])ccc21 | 14 | -0.3 | 76* | -1.6
NC(=O)c1ccc[n+](CC(=O)c2ccc(Br)cc2)c1 | 6 | 0.0 | 0 | -0.4
COC(=O)c1ccc(COC(=O)C2=NNC(=O)CC2)cc1 | 11 | -0.1 | -5 | 3.8
CCOC(=O)COc1cc(O)c2c(=O)cc(-c3ccccc3)oc2c1 | 0 | -0.1 | 7 | 0.6
COc1ccc(CCNC(=O)CN(c2cccc(C)c2C)S(=O)(=O)c2ccccc2)cc1 | 2 | 0.1 | -35 | 0.7
Cc1nnc2nc(-c3cc([N+](=O)[O-])c(Cl)cc3Cl)[nH]n12 | 1 | -0.1 | 9 | -0.3
Cn1cnn(CN(CCC#N)Cc2cccnc2)c1=S | 0 | 0.0 | -8 | 2.7
Cc1cccc(CNC(=O)C(=O)NCCCOC(C)C)c1 | -5 | 0.1 | -2 | -1.5
